# TTR transcr act: TTR transcription activation, primary screen; activation, % at 16.7 µM; SH-SY5Y TTR promoter Gaussia luciferase, luminescence; 100% = recombinant luciferase protein wells; actives 1.3% (n = 92,000);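 active = activation above the mean of all tested compounds plus 3 SD, cut at about 9.5% in these data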;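 also: cells exposed to compounds for one day before reading; 0% = median of all test compound wells on the plate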
# Active calls of the source: *. The list is partial; rates above refer to the full screens.
SMILES,TTR transcr act
CC[C@H](C)[C@H](NC(N)=O)C(=O)Nc1ccc(C)cc1,0.5
CCOC(=O)C1(CCCc2ccccc2)CCN(C(=O)c2cnc(C)cn2)CC1,3.1
COc1cc(C2=NOC(C(=O)Nc3cccnc3)C2)cc(OC)c1OC (stereo not given),5.0
O=C(Nc1ccc(Cl)cc1C(=O)N1CCOCC1)c1cccc([N+](=O)[O-])c1,-0.5
O=C(Cn1ccc(=O)[nH]c1=O)NCCO,1.3
Cc1cc(C)cc(OCC(=O)Nc2ccc3c(c2)OCCO3)c1,-0.4
COc1ccc2[nH]c3nc(SCC(=O)Nc4ccc5c(c4)OCO5)nnc3c2c1,-0.3
CCOC(=O)c1sc(NC(NC(=O)c2ccco2)(C(=O)OC)C(F)(F)F)nc1C (stereo not given),0.1
CC(C)CC(=O)NC(C)C(c1cccs1)N1CCOCC1 (stereo not given),-0.9
COc1ccc(CN2C(=O)[C@]3(NCCc4c3[nH]c3ccc(OC)cc43)c3cc(Br)ccc32)cc1,0.2
CCOC(=O)CSc1nnc(CNc2ccc(Cl)cc2)n1-c1ccccc1,-0.8
CCOC(=O)c1cnn(-c2ccccc2)c1NC(=O)CSc1nnc(-c2cccs2)n1CC,-1.3
O=C(CN1CCN(S(=O)(=O)c2ccccc2F)CC1)NC1CCCC1,-1.2
CCCCc1ccc(NC(=O)C2CCCC2)cc1,-1.0
Cc1ccc(OCCC(=O)N2CCN(c3ccc(O)cc3)CC2)cc1,1.2
C=CCn1c(=O)c2ccc(C(=O)NCc3ccccc3)cc2n(Cc2cccc(Cl)c2)c1=O,-1.7
COC(=O)C1=C(N)Oc2cc(C)n(Cc3ccccc3)c(=O)c2C1c1ccccc1 (stereo not given),-0.7
COc1cccc(NC(=O)Cn2c(=O)n(CCCC(=O)NCc3ccco3)c(=O)c3ccccc32)c1,2.2
O=C(COC(=O)c1ccccc1)Nc1cccc(S(=O)(=O)NC2=NCCCCC2)c1,0.4
COc1ccc(N2CCN(c3nc4ccccc4nc3NS(=O)(=O)c3ccccc3)CC2)cc1,-2.6
Cc1cccc(N2CCN(C(=O)CN3C(=O)NC(C)(C)C3=O)CC2)c1C,-0.4
Cc1n[nH]c(C)c1CCCOc1ccccc1,-1.7
O=C(NCc1cc(Cl)cc(Cl)c1)c1csc([C@@H]2C[C@H](O)[C@@H](CO)O2)n1,-2.0
Nc1nc(Nc2ccc(Cl)cc2)c(NC=O)c(=O)[nH]1,1.1
Cc1c(Cl)c([N+](=O)[O-])nn1Cc1ccc(C(=O)N/N=C\c2cccc(Br)c2)o1,0.6

# (cont.)
SMILES,TTR transcr act
Cn1c(=O)[nH]c(=O)c2c1nc(NCc1ccccc1)n2CC(O)c1ccccc1 (stereo not given),-1.4
Cc1ccc(CN(C(=O)Cc2cccs2)C(C(=O)NC2CCCC2)c2ccncc2)cc1 (stereo not given),-0.7
C[C@H]1CN([C@@H](C)CO)S(=O)(=O)c2ccc(Br)cc2O[C@@H]1CN(C)Cc1cccc(F)c1,-0.7
COc1cccc(C2CC(c3cccs3)=NN2C(=O)CSC2=NCCS2)c1OC (stereo not given),-2.0
Fc1ccc(NC(=S)N/N=C/c2ccc(F)c(F)c2)cc1,1.3
Cc1ccc(C(=O)N2CC3(C)CN(C(=O)c4ccc(C)cc4)CC(C)(C2)C3=O)cc1,-0.3
Cc1ccc(S(=O)(=O)NCC(C)NS(=O)(=O)c2ccccc2[N+](=O)[O-])cc1 (stereo not given),0.7
CCC(=O)N1N=C(c2ccc(NS(=O)(=O)c3ccccc3)cc2)CC1c1ccco1 (stereo not given),-2.4
Cc1cccc(-c2n[nH]c([N+](=O)[O-])n2)c1,5.1
Cc1ccc(N2CC(C(=O)Oc3cccc(N4C(=O)CCC4=O)c3)CC2=O)cc1 (stereo not given),-0.5
O=C(Nc1ccc(S(=O)(=O)Nc2ccc(Cl)cc2)cc1)C1CCCO1 (stereo not given),-1.9
COc1ccc(CCNC(=O)CN(c2cc(C)cc(C)c2)S(=O)(=O)c2c(C)noc2C)cc1OC,2.0
CCOC(=O)c1ccccc1NC(=O)CSc1nnc(C)c(=O)[nH]1,0.1
CCOc1ccccc1NC(=O)Cc1coc2cc(C)ccc12,14.2*
COc1ccc(-c2nc(S(=O)(=O)c3ccc(C)cc3)c(N3CCCC3)o2)cc1,-0.6
OC1Cc2ccccc2C1Nc1cccc(C(F)(F)F)c1 (stereo not given),1.2
CCC(=O)N(Cc1ccco1)c1nc(-c2ccccc2)cs1,1.9
O=C(O)COc1ccccc1/C=C1\SC(=S)N(c2cccnc2)C1=O,0.1
Cc1c(Cl)cccc1NC(=O)CSc1nncn1-c1cccnc1,3.1
CCCCNC(=O)CNC(=S)N(Cc1ccccc1)Cc1cccs1,-1.3
CCCCCCCCc1nnc(N)s1,3.3
CCC(C)C(=O)C(=O)N1CCC(n2nccc2NC(=O)CCOc2ccccc2)CC1 (stereo not given),0.4
Cc1ccc(S(=O)(=O)N2CCCCC2C(=O)N2CCN(C)CC2)cc1 (stereo not given),2.0
CC(C)c1nc(NCCN2CCOCC2)c(C#N)c2c1COC(C)(C)C2,-1.6
C=CC(=O)N1C/C(=C/c2ccc(Cl)cc2)C(=O)/C(=C\c2ccc(Cl)cc2)C1,-6.9

# 4 entries from above, arranged by the value under TTR transcr act, low to high.
SMILES	TTR transcr act
CCOC(=O)CSc1nnc(CNc2ccc(Cl)cc2)n1-c1ccccc1	-0.8
O=C(Nc1ccc(Cl)cc1C(=O)N1CCOCC1)c1cccc([N+](=O)[O-])c1	-0.5
Cc1c(Cl)c([N+](=O)[O-])nn1Cc1ccc(C(=O)N/N=C\c2cccc(Br)c2)o1	0.6
CCCCCCCCc1nnc(N)s1	3.3

# Returning to the listing, repeating the six entries before the break.
SMILES,TTR transcr act
CCCCNC(=O)CNC(=S)N(Cc1ccccc1)Cc1cccs1,-1.3
CCCCCCCCc1nnc(N)s1,3.3
CCC(C)C(=O)C(=O)N1CCC(n2nccc2NC(=O)CCOc2ccccc2)CC1 (stereo not given),0.4
Cc1ccc(S(=O)(=O)N2CCCCC2C(=O)N2CCN(C)CC2)cc1 (stereo not given),2.0
CC(C)c1nc(NCCN2CCOCC2)c(C#N)c2c1COC(C)(C)C2,-1.6
C=CC(=O)N1C/C(=C/c2ccc(Cl)cc2)C(=O)/C(=C\c2ccc(Cl)cc2)C1,-6.9
Cc1cccnc1NC(=S)NC(=O)/C=C/c1ccco1,11.6*
Cc1ccc(S(=O)(=O)Nc2ccc(-n3cnnn3)cc2)c(C)c1,-0.6
CCCN(CCC)Cc1cc(=O)oc2cc(C)cc(C)c12,0.5
O=c1cc(CSc2nnnn2-c2ccccc2)[nH]c2[nH]n(-c3ccccc3)c(=O)c12,-0.1
Cn1c(SCc2cccc(Br)c2)nnc1-c1ccccn1,0.0
CCCCN1C(=N)N([C@@H](C)CN2CCC[C@H]2CN2C(N)=NC[C@H]2CC(C)C)C[C@H]1Cc1ccccc1,1.0
COc1cccc(CC(=O)NCC2COc3ccccc3O2)c1OC (stereo not given),-1.4
COC(=O)c1sc(=S)n(-c2ccccc2)c1N,0.7
O=C(c1ccccc1)N1CCCC(c2nc3c(nnn3Cc3ccccc3)c(=O)[nH]2)C1 (stereo not given),0.0
CCC/C=C/c1ccc(CN2C(C)C(=O)N(Cc3cn(Cc4ccco4)nn3)CCS2(=O)=O)cc1 (stereo not given),-0.6
O=C(Nc1ccc(F)cc1)Nc1sccc1-c1nc2ccccc2s1,-2.3
O=C(COc1ccccc1F)NNC(=O)c1ccc(F)c(S(=O)(=O)N2CCOCC2)c1,-0.5
Cc1cc(C)n2nc(CC(=O)NCc3ccc(F)cc3)nc2n1,1.5
COCc1c(C(=O)N2CCN(c3ccccc3C)CC2)oc2ccccc12,-1.6
COCc1[nH][nH]c(=O)c1/C=N/N1CCOCC1,-1.2
O=S(=O)(Nc1cccc(-c2cn3cccnc3n2)c1)c1ccccc1,0.6
CCCCNC(=O)c1ccc2c(OCC)n(CCCC)nc2c1,2.1
CCOC(=O)N1CCN(C(=O)C[C@H]2C[C@@]3(C(=O)OC)C(=C[C@H](C4CCCC4)O[C@@H]3C)N(Cc3ccc(Cl)cc3Cl)C2=O)CC1,1.5
O=C(Cn1nc(-c2ccc(F)cc2)ccc1=O)Nc1ccc(C(=O)NC2CC2)cc1,-2.4
O=C(Nc1cccc(Cl)c1)c1cc(S(=O)(=O)N2CCCCC2)c[nH]1,1.9
COc1cc(C(=S)N2CCCC2)cc(Cl)c1OCC(=O)Nc1ccc(C)cc1C,-3.5
C=CCN(Cc1ccc2c(c1)OCO2)C(C#CCCCC)C(C)C (stereo not given),1.4
O=C(O)c1ccc(CNCc2ccc(Cl)cc2)cc1,-0.5
COc1cc(NC(=O)C2(C)CCCN(C(C)C)C2)cc(OC)c1OC (stereo not given),-1.2
Cc1cc(=O)n(-c2ccccc2)n1C,0.7

# Compounds from the list above that contain a CF3 group, in the order listed:
SMILES,TTR transcr act
CCOC(=O)c1sc(NC(NC(=O)c2ccco2)(C(=O)OC)C(F)(F)F)nc1C (stereo not given),0.1
OC1Cc2ccccc2C1Nc1cccc(C(F)(F)F)c1 (stereo not given),1.2

# Other results
SMILES,TTR transcr act
CC1CCCN(CCOCCOc2ccc(Cl)cc2Br)C1 (stereo not given),-0.6
CC(C)(C)OC(=O)NCCc1nnc(SCC(=O)c2ccc(Cl)cc2)o1,-3.4
CN1CCN(c2ccc([N+](=O)[O-])cc2S(=O)(=O)N2CCOCC2)CC1,4.4
O=C(Nc1ccc(NC(=S)NC(=O)c2ccco2)cc1)c1ccccc1,1.3
COc1ccc(C(=O)NCc2cccnc2)cc1OC,1.2
COC(=O)[C@@]1(Cc2ccccc2)[C@H]2C(=O)N(Cc3ccccc3)C(=O)[C@H]2[C@H]2CN=C(SCc3ccc(Cl)cc3)N21,-1.1
CCOC(=O)N1CCC(NC(=O)C2CCN(S(=O)(=O)c3cnc[nH]3)CC2)CC1,4.0
CNC(=O)C[C@H]1C(=O)N(c2ccccc2)C[C@@H]1Cc1ccccc1,0.1
COc1ccc(OC)c(N/C=C/C(=O)c2ccccc2)c1,-2.5
O=C(Nc1cccc(Cl)c1)Nc1nnc(CC2=CCCCC2)s1,-3.6
COc1ccccc1-n1cnnc1SCC(=O)Nc1cccc(S(=O)(=O)N2CCCCC2)c1,2.9
O=C(CSc1ccc2nnc(-c3ccccn3)n2n1)Nc1ccc2c(c1)OCO2,-0.4
NS(=O)(=O)c1cccc(NC(=O)COC(=O)/C=C/c2ccco2)c1,0.1
O=C(NCc1ccc(F)cc1)Nc1ccccc1,4.1
CCc1ccc(C2C(C#N)=C(N)N(N(C)C)C3=C2C(=O)CCC3)s1 (stereo not given),0.2
CCNC(=O)CP(=O)(c1ccccc1)c1ccccc1,-0.4
COc1ccccc1CC(NC(C)=O)C(=O)NC1CCN(C(=O)Nc2ccccc2C)CC1 (stereo not given),-2.1
CCOC(=O)c1cc(NC(=O)NC2CCCCC2)c(C)nc1C,2.4
CCOc1ccc(NC(=O)c2cnc3scc(C)n3c2=O)cc1,-0.7
CCCNC(=O)CSc1nc2ccc(OCC)cc2s1,3.2
Cc1ccc(CN2CC(N3CCN(c4ccccn4)CC3)CS2(=O)=O)cc1 (stereo not given),0.8
OCCNC(=S)Nc1ccc2nsnc2c1,0.8
COc1ccc(C(=O)C2CCCN(C(=O)CSC)C2)cc1OC (stereo not given),-1.6
CCc1ccc(C2=NNC(=Nc3cccc(S(=O)(=O)N(C)C)c3)SC2)cc1,-4.8
O=S(=O)(Nc1ccc2c(c1)nc1n2CCN(Cc2ccccc2)C1)c1ccc(Cl)cc1,0.7

# Continued:
SMILES,TTR transcr act
O=C(/C=C/c1ccccc1)C1=C(O)C(=O)N(CCO)C1c1cccc([N+](=O)[O-])c1 (stereo not given),-1.5
Cc1ccc(C)c2[nH]c(=O)c(CN(CCCN(C)C)C(=O)NCc3ccccc3)cc12,2.5
COc1ccc(Oc2cc(C(F)(F)F)cnc2C(N)=O)cc1,-2.0
O=C(CCCn1cncn1)N1CCCC(N2CCN(c3ccccc3F)CC2)C1 (stereo not given),0.3
CCOc1ccc(OCCSc2nc3ccccc3o2)cc1,-0.8
C=CCOc1c(Cl)cc(CNCCCN2CCOCC2)cc1OC,1.1
O=C(c1ccc(Cl)cc1)c1ccc(OCC(O)CN2CCCCC2)cc1 (stereo not given),-0.1
CC12CCC(=O)C=C1C(F)CC1C2C(O)CC2(C)C1CCC2(O)C(=O)CO (stereo not given),0.7
CCOc1ccc(-c2cc(C(=O)NCCCn3ccnc3)c3ccccc3n2)cc1,0.7
O=C(C1CCN(C2CCN(Cc3ccsc3)CC2)CC1)N1CCOCC1,-0.4
O=C1C2ON(c3ccc(Br)cc3)C(c3cccnc3)C2C(=O)N1C1CCCCC1 (stereo not given),-4.5
CN1CC(=O)N(CC(=O)N2N=C(c3ccc(Cl)cc3)CC2c2ccco2)C1=O (stereo not given),1.8
CC(=O)Nc1ccc(NC(=O)C2(C)Cc3c(-c4cccc(C(F)(F)F)c4)ccnc3O2)cc1 (stereo not given),1.1
CC(C)N(c1ccccc1)c1ncnc(NCCC(=O)O)c1[N+](=O)[O-],0.4
Cn1c(CCc2ccc(N)cc2)nc2ccccc21,0.6
O=c1cc(CN2CCN(c3ccc(Cl)c(Cl)c3)CC2)c2ccccc2o1,1.3
COP(=O)(O)CNC(=O)OCc1ccccc1,-0.8
Cc1ccc(NC(=O)/C(C#N)=C/c2ccsc2)c(C)c1,2.2
N#Cc1ccc(NC(=O)COc2ccc(-n3cnnn3)cc2)cc1,1.0
CCN1CN=C(NS(=O)(=O)c2ccc(C)cc2)NC1,2.3
COC(=O)c1ccc2nccnc2c1,-0.5
Cc1ccc(NC(=S)Nc2ccc(F)cc2)cc1,-1.2
O=C(COC(=O)/C=C/c1ccc(S(=O)(=O)N2CCOCC2)cc1)NCc1ccc(F)cc1,0.2
Cc1ccc(CN2CCN(C(=O)CC(C)C)CC2)cc1,2.2
CCc1c(C)nc2ccc(Br)cc2c1Cl,-1.9
COc1ccccc1Oc1c(C)oc2cc(OC(=O)c3ccco3)ccc2c1=O,-1.1

# Exported with the structure last: entries from further up.
TTR transcr act,SMILES
-1.5,O=C(/C=C/c1ccccc1)C1=C(O)C(=O)N(CCO)C1c1cccc([N+](=O)[O-])c1 (stereo not given)
2.5,Cc1ccc(C)c2[nH]c(=O)c(CN(CCCN(C)C)C(=O)NCc3ccccc3)cc12
-2.0,COc1ccc(Oc2cc(C(F)(F)F)cnc2C(N)=O)cc1

# Screening results from PubChem BioAssay.
